Screens (PubChem)
DAX1 inh-1 = inhibitors of human orphan nuclear receptor DAX1 (NR0B1). HEK293 Gal4-DAX1 luciferase reporter, luminescence. inhibition, % at 6.75 µM. 340,000 tested, 0.99% active. AID 504766;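 active = inhibition above the mean over all tested compounds plus 3 SD, cut at about 4.2% in these data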;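 also: 0% = DAX1-transfected cells with DMSO and 100% = empty-vector control cells with DMSO; inhibition shows as a rise in luminescence from relieved DAX1 repression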
ADAM17 inh = ADAM17 inhibition, QFRET primary screen; inhibition, % at 6.95 µM; recombinant ADAM17, EDANS/DABCYL FRET peptide cleavage; 370,000 tested, 0.83% active; AID 720648;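 active = inhibition above the mean of compounds lying between control limits plus 3 SD, set per campaign, cut at about 8.5% in these data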;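 also: 0% = DMSO-only wells as the low control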
SMARCA2 activ = SMARCA2 function activation, primary screen; MG213 cells, MMTV-luciferase reporter, dexamethasone, overnight; activation, % at 9.1 µM; 370,000 tested, 1% active; in the data active = activation above about 7.8%;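 also: 0% = vehicle wells and 100% = reference activator wells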
PLCg1 inh = PLC-gamma1 (human) inhibition, primary screen. P19174. purified PLC-gamma1, fluorogenic substrate, fluorescence. inhibition, % at 12.2 µM. 370,000 tested, 0.84% active. AID 720700; in the data active = inhibition above about 9.5%
Target sequence (P19174 whole entry, looked up): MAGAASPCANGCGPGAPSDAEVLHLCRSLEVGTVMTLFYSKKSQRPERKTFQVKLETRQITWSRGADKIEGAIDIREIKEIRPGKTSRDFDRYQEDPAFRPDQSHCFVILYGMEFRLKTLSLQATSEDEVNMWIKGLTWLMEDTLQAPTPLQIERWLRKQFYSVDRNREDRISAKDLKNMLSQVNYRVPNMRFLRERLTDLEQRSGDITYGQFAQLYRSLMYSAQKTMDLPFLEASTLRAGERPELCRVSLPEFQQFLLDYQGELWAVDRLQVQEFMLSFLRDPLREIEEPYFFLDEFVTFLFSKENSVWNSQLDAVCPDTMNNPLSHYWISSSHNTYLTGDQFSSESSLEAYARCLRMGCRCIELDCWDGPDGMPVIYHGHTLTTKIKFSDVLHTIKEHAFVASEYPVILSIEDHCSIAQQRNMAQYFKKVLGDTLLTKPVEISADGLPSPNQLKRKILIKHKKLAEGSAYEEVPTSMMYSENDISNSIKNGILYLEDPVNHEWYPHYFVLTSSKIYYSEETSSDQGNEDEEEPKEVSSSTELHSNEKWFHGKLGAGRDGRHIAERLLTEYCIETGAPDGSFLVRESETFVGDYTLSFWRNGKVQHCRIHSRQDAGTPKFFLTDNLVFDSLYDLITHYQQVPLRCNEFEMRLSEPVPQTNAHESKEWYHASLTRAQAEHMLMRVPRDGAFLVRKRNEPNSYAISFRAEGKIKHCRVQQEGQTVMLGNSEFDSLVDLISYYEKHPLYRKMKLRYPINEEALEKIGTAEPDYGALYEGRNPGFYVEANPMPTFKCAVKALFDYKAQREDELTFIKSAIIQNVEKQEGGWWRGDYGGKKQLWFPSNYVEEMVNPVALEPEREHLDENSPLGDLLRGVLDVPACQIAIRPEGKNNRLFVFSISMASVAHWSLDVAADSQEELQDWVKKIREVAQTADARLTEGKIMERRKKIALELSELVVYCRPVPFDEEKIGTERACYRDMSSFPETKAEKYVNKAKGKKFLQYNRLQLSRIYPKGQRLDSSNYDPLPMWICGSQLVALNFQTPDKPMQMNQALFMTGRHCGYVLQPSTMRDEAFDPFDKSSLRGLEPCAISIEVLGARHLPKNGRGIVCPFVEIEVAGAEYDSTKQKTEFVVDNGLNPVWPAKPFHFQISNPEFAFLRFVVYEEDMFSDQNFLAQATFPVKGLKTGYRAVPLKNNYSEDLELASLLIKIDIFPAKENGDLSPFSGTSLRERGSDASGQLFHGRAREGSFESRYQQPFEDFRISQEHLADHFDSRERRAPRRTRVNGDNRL
MBD2 DNA inh = MBD2-methylated oligo binding inhibition | inhibition, % at 4.4 µM | TR-FRET, MBD2 binding to methylated oligonucleotide | Q9UBB5 | 370,000 tested, 0.31% active; in the data active = inhibition above about 13%
PLC-beta3 inh = PLC-beta3 (human) inhibition, primary screen | Q01970 | Purified PLC-beta3, fluorogenic substrate, fluorescence | inhibition, % at 12.2 µM | 370,000 tested, 0.18% active; in the data active = inhibition above about 11%;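 also: 0% = median of compound wells on plate and 100% = full blocker control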
hgDAF-12 ag = activates the H. glycines DAF-12 receptor ligand-binding domain. HEK293 GAL4-hgDAF12 UAS-luciferase reporter, agonist luminescence; normalized to butyrate control. activation, % at 6.8 µM. 370,000 tested, 1.8% active;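 active = activation above a cutoff set at the mean of all screened compounds plus 3 SD, cut at about 10% in these data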;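 also: 0% = DMSO wells and 100% = sodium butyrate wells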
NR1D1 modulator = Rev-erb alpha (human) modulation; activity, % at 10 µM; Rev-erbα–FITC-DNA binding, fluorescence polarization, 90 min; 370,000 tested, 0.79% active; AID 1259318;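 active = activity above about 14%, limit read from the data; passing the limit was not always enough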;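 also: 0% = DMSO wells with 35 nM protein and 100% = DMSO wells with 750 nM protein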
ssDAF12 agonist = S. stercoralis DAF-12 activation, primary screen; HEK293 ssDAF-12/GRIP1 lit1-tk-luc reporter, luminescence; % of 3 µM dafachronic acid response; activation, % at 6.8 µM; 370,000 tested, 1% active;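 active = activation above the mean over all tested compounds plus 3 SD, cut at about 0.9% in these data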;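 also: 0% = DMSO-only wells and 100% = 3 µM delta7-dafachronic acid wells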
DAX1 inh-2 = DAX1 (NR0B1) inhibition, primary screen; HEK293T StAR-luciferase reporter, SF-1/DAX-1 repression relief; AID 652010; 370,000 tested, 1.1% active; inhibition, % at 6.8 µM;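 active = inhibition above the mean over all tested compounds plus 3 SD, cut at about 3.6% in these data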;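 also: 0% = DAX-1 cells with DMSO and 100% = cells lacking DAX-1 with DMSO; higher inhibition means more luminescence from relief of DAX-1 repression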
hcDAF-12 act = H. contortus DAF-12 activation, primary screen; HEK293 hcDAF-12 lit1-tk-luc reporter, luminescence; 0% DMSO, 100% Δ7-dafachronic acid; activation, % at 6.8 µM; 370,000 tested, 1.4% active;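 active = activation above the mean of all tested compounds plus 3 SD, cut at about 5.5% in these data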;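 also: 100% = response to 3 µM Δ7-dafachronic acid high control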
* = called active by the depositor; · = not tested or not shown. This is a random part of the collection (roughly 7.4% active in at least one column).

SMILES | DAX1 inh-1 | ADAM17 inh | SMARCA2 activ | PLCg1 inh | MBD2 DNA inh | PLC-beta3 inh | hgDAF-12 ag | NR1D1 modulator | ssDAF12 agonist | DAX1 inh-2 | hcDAF-12 act
COc1ccc([N+](=O)[O-])cc1NC(=O)C(C)Sc1ccc(C)cc1 (stereo unspecified) | 2.5 | 6.1 | -1.9 | 2.1 | 0.8 | 2.6 | -0.7 | 3.1 | -1.1 | -0.7 | -1.0
CC(=NOC(=O)C1CCCCC1)c1nccs1 | · | -3.0 | -3.0 | 1.3 | -7.8 | 1.4 | -0.2 | -7.7 | -0.6 | -1.5 | 3.1
COc1ccccc1CCN1CCCC(CN(C)Cc2ccc(OCCO)cc2)C1 (stereo unspecified) | 1.6 | -2.6 | -1.3 | -0.5 | 1.1 | -3.1 | 1.3 | -1.6 | -1.4 | 0.4 | -1.5
O=C(Cc1ccc(S(=O)(=O)N2CCCC2)s1)N1CCN(c2ccccc2)CC1 | 0.1 | -5.6 | 0.8 | 0.3 | -2.2 | -6.4 | 0.4 | -2.4 | -1.2 | 0.0 | 0.4
O=C(OCc1ccc([N+](=O)[O-])cc1)c1ccccn1 | 0.2 | -0.1 | 3.5 | 2.9 | -6.2 | 4.2 | -0.1 | 0.3 | -1.6 | -0.3 | -1.2
COc1ccccc1N1CCN(Cc2ccc(OC)c(OC)c2OC)CC1 | -0.1 | 3.1 | 1.6 | 1.6 | -5.3 | 1.9 | 0.1 | 0.2 | -1.7 | -0.3 | -1.1
Cc1c(OCc2ccc(C(=O)O)cc2)ccc2c(-c3ccccc3)cc(=O)oc12 | 0.8 | -8.8 | -5.5 | 0.0 | 3.0 | 1.5 | 2.4 | -6.2 | -0.6 | -0.2 | 1.9
Cc1nn(CCCC(=O)Nc2nccs2)c(C)c1[N+](=O)[O-] | -1.4 | -3.8 | -3.3 | -0.7 | 5.7 | -3.7 | -0.9 | -8.6 | -1.6 | 0.7 | -0.5
CC(C)(C)c1ccc(/C=N/NC(=O)c2ccccn2)cc1 | -1.5 | -2.0 | 9.8* | 4.1 | -0.7 | -5.5 | 13.0* | -3.0 | 0.2 | 11.5* | 7.2*
COc1ccc(OCC(=O)NNC(=O)c2cccc(S(=O)(=O)N(C)C)c2)cc1 | -1.5 | -2.0 | -0.7 | -2.4 | -4.8 | -0.5 | -1.0 | -3.7 | -0.4 | 0.2 | -1.8
Cc1ccccc1CSCc1nc2ccccc2[nH]1 | -0.5 | -0.3 | 1.1 | -0.3 | -1.7 | 3.2 | 0.9 | 1.8 | -1.1 | -0.4 | -0.2
Cc1cnc(NC(=O)COc2cccc3c2OC(C)(C)C3)s1 | -3.0 | -5.2 | -3.3 | -3.3 | 1.7 | 0.6 | -6.0 | 0.3 | -1.6 | -1.6 | -0.3
c1ccc(C2=Nc3ccccc3NC(c3ccccc3)C2)cc1 (stereo unspecified) | 2.7 | -13.2 | 9.7* | -20.1 | 3.3 | -35.9 | 14.2* | 2.2 | -0.5 | 3.4 | 0.9
CCN(C(=O)CSc1nc2ccc(OC)cc2[nH]1)c1c(N)n(Cc2ccccc2)c(=O)[nH]c1=O | -0.2 | -3.1 | 2.6 | 1.5 | -0.9 | -0.2 | 0.0 | -0.6 | -1.0 | -0.6 | 0.3
COc1ccccc1-c1noc(CSc2nc(N)cc(=O)[nH]2)n1 | -0.2 | -1.5 | -2.9 | 1.3 | 2.5 | 4.1 | -2.3 | 4.2 | -1.1 | 0.1 | 0.0
CSc1ccc(CN2CCC2(C)C(=O)NC2CCN(Cc3ccccc3)CC2)cc1 (stereo unspecified) | · | 5.5 | -4.7 | -3.3 | 2.8 | 0.4 | 0.2 | 0.0 | -1.4 | -0.6 | -1.5
Cc1ccc(C(C)(C)C)c(OCCN2CCCC2)c1 | -0.5 | -0.5 | -0.6 | 0.3 | -0.2 | 2.7 | -0.9 | 4.2 | -1.4 | -0.3 | -0.4
Cc1nc2sc(C(c3ccccc3)N3CCN(CCO)CC3)c(O)n2n1 (stereo unspecified) | 0.1 | -2.4 | 0.0 | 0.1 | -0.1 | 0.4 | 1.7 | -5.3 | -0.9 | -1.0 | 0.0
CCc1nc2oc(C(=O)c3ccccc3)c(N)c2c2c1COC(C)(C)C2 | -0.3 | -7.0 | -0.2 | -10.4 | 3.6 | -11.1 | 0.3 | 1.6 | -0.8 | 0.0 | -1.9
Fc1ccccc1CSc1ccc(-c2ccco2)nn1 | 3.5 | -3.7 | 6.0 | -0.3 | 1.5 | -6.3 | 16.5* | 4.3 | -0.3 | 4.1* | 2.1
CC(=O)N1CCOc2ccc(S(=O)(=O)NCC3CCC(C(=O)NCCC(C)C)CC3)cc21 (stereo unspecified) | 0.5 | -4.0 | -0.4 | 0.7 | 1.8 | 2.2 | 0.0 | -1.3 | -1.8 | -3.8 | -2.1
COc1ccc(NC(=O)CN(C)CC(=O)Nc2cccc(F)c2)cc1S(=O)(=O)N1CCCCC1 | -0.6 | -2.1 | -2.1 | 3.9 | -0.2 | -4.1 | -1.6 | -5.4 | -1.5 | -2.2 | -1.1
CCCNC(=O)C[C@H]1CC[C@H]2[C@@H](COc3ccc(NC(=O)Nc4ccc(C#N)cc4)cc3C(=O)N2C)O1 | · | -8.8 | -4.5 | 6.1 | 10.8 | 1.8 | -1.5 | 35.6* | -1.8 | -0.3 | 0.1
C[C@@H]1COC(=O)[C@@H](Cc2ccc(F)cc2)C/C=C\C[C@H](CC(=O)N(CCO)Cc2ccccc2)C(=O)N1 | -0.5 | -7.0 | -4.8 | 0.3 | 3.6 | 0.0 | -0.9 | 9.0 | -1.0 | -1.7 | -1.6
COc1ccc2c(c1OC)C[N+]1([O-])CCc3cc4c(cc3C1C2)OCO4 (stereo unspecified) | -0.4 | -1.7 | -2.0 | 4.2 | 8.8 | -9.3 | 0.3 | -0.4 | -0.9 | 0.3 | -0.7
CC(=O)C1=C(O)C(=O)N(c2cccc(C(=O)O)c2)C1c1ccc(F)cc1 (stereo unspecified) | -0.3 | -6.3 | 0.1 | -11.0 | 0.6 | -13.6 | -1.5 | -2.7 | -1.1 | 0.0 | 0.7
O=C(c1cc2ccccc2cc1O)N1CCN(c2ccccn2)CC1 | 0.0 | -2.8 | 4.3 | -51.3 | -0.1 | -81.1 | 2.6 | -7.4 | -0.4 | -0.1 | 3.5
O=C(O)c1ccc(-c2noc(-c3ccc(F)cc3)n2)cc1 | 0.3 | -3.7 | 6.3 | 2.1 | 6.8 | 1.9 | 12.8* | -2.2 | 0.5 | 2.3 | 5.7*
COc1ccc(Br)cc1C1CC(=O)N2CN(C)CSC2=C1C#N (stereo unspecified) | 1.0 | 1.2 | 4.5 | 2.0 | -3.5 | -0.1 | 0.9 | 6.8 | -1.4 | -0.1 | -1.6
Cc1scc(C(=O)NNC(=S)NCc2ccccc2)c1C | -0.4 | 1.9 | -2.6 | 0.3 | 5.5 | 5.5 | 0.0 | -1.8 | -0.7 | 1.0 | -2.0
O=C(CN1CCOCC1)Nc1ccccc1F | -0.5 | 9.1* | 0.7 | 3.2 | 2.6 | -7.8 | 1.0 | 5.6 | -0.8 | 0.5 | -0.5
Cc1ccc(S(=O)(=O)NC(C)(C)CN2CCc3ccccc3C2)cc1 | 0.3 | -4.5 | -0.9 | -1.2 | 6.3 | -8.1 | 1.4 | -0.2 | -1.9 | -0.5 | -0.9
Cc1ccc(OCC(=O)NNC(=O)C(=O)NC(C)(C)C)cc1 | -0.4 | 5.6 | -3.3 | 1.3 | -1.8 | 6.5 | 3.0 | 1.4 | -1.1 | -0.1 | -1.4
Cc1ccc2nc(SCC(=O)N3CCC(Cc4ccccc4)CC3)nc(=O)n2c1 | -1.2 | -3.7 | -3.5 | -5.3 | -1.9 | -13.7 | -3.0 | -1.2 | -1.6 | -3.2 | -3.0
COc1ccc(/C=N/Nc2cc(N3CCOCC3)nc(C)n2)c(OC)c1 | -1.3 | -4.0 | -1.9 | 1.9 | -1.9 | -6.8 | -1.9 | 0.9 | -1.6 | 0.1 | -1.3
O=C(Nc1ccc2c(c1)OCO2)C1CCN(C(=O)c2ccc([N+](=O)[O-])cc2)CC1 | 0.2 | -1.6 | 0.5 | 4.9 | 2.3 | -3.9 | -3.4 | -0.1 | -1.7 | 0.2 | -1.1
COCCCNC(=O)CNC(=S)N(Cc1ccccc1F)C1CCCCC1 | 2.4 | -3.2 | 0.5 | -1.4 | -2.2 | 1.2 | 1.2 | 0.1 | -2.1 | -0.1 | -2.2
CC(C)=NOc1nc(N2CCOCC2)nc(N2CCOCC2)n1 | · | -2.3 | -2.4 | 0.6 | -1.2 | -6.2 | -1.4 | 0.4 | -1.7 | 0.8 | -1.3
Cc1nc2ccccc2c(=O)n1NCc1cccs1 | 0.3 | -4.1 | -1.3 | -0.5 | -1.4 | -1.7 | -0.5 | 3.1 | -0.4 | -0.1 | 1.0
COc1cccc(C(=O)NCCCc2ccccc2)c1OC | 1.1 | -1.1 | -0.1 | 2.7 | 1.4 | -4.0 | 2.1 | -1.8 | -1.3 | 0.6 | -0.4
Cc1ccc(C(=O)N(Cc2nc3ccccc3c(=O)[nH]2)C2CCCC2)cc1 | -1.4 | -3.1 | -6.0 | -0.3 | 0.8 | -0.3 | -4.1 | 1.6 | -1.3 | -0.6 | -2.6
O=C1N(c2ccc(Cl)cc2)C(c2ccc(Cl)cc2)N2CCCN12 (stereo unspecified) | 0.7 | 0.1 | -3.7 | 2.0 | 3.4 | -0.6 | 1.5 | -0.3 | -1.5 | -0.1 | -3.4
CC(=O)Nc1ccc(OCc2cn(CC(=O)c3ccc(O)cc3)nn2)cc1 | 2.0 | 1.6 | 1.0 | -1.3 | 8.9 | -0.4 | -1.7 | -6.3 | -0.2 | 0.5 | -0.5
CC(C)Cc1nnc(NC(=O)CN2C(=O)c3ccccc3C2=O)s1 | 0.8 | -0.6 | -2.4 | 4.1 | 3.6 | 4.8 | -2.6 | 1.4 | -1.5 | 0.4 | -0.7
O=C(Nc1ccc(F)cc1)C1CCN(C(=O)NCc2ccccc2)CC1 | 0.7 | 1.1 | -1.3 | 1.9 | -0.2 | -4.4 | -2.0 | 1.4 | -1.4 | 0.1 | -1.8
CCCCNc1ccc2c(c1)OC[C@@H](Cc1ccccc1)NS2(=O)=O | · | -0.3 | -5.4 | -0.5 | 0.8 | -1.4 | -0.1 | -1.0 | -0.8 | -1.1 | -1.0
O=C(c1ccc(N2CCCC2=O)cc1)N1CCOCC1 | -0.4 | -2.2 | -2.6 | 0.2 | -1.3 | 1.2 | 0.7 | 0.0 | -1.5 | 1.1 | -1.3
COc1cccc2c1C(=O)c1c(O)c3c(c(O)c1C2=O)CC(O)(C(C)=NNC(=O)c1ccc(Cl)c(Cl)c1)CC3OC1CC(N)C(O)C(C)O1 (stereo unspecified) | -5.9 | -3.7 | -10.6 | -110.6 | 111.1* | -139.1 | -12.9 | 8.7 | -2.3 | -7.1 | -2.6
